Assay outcomes (PubChem)
GDH-TPI inh = GDH-TPI coupled enzyme inhibition counter-screen. GDH-TPI coupled enzyme counterscreen, NADH absorbance. inhibition, % at 4.8 µM. actives 1.2% (n = 360,000). AID 588335;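 note: 0% = DMSO wells and 100% = wells lacking the enzyme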
UGM FP inh = inhibitors of M. tuberculosis UDP-galactopyranose mutase. inhibition, % at 10 µM. actives 0.06% (n = 320,000). purified UGM, fluorescence polarization probe displacement. P9WIQ1; in the data active = inhibition above about 10%, passing the limit was not always enough; inconclusive = no clear call, values can overlap the other calls
Target sequence (P9WIQ1 whole entry, looked up): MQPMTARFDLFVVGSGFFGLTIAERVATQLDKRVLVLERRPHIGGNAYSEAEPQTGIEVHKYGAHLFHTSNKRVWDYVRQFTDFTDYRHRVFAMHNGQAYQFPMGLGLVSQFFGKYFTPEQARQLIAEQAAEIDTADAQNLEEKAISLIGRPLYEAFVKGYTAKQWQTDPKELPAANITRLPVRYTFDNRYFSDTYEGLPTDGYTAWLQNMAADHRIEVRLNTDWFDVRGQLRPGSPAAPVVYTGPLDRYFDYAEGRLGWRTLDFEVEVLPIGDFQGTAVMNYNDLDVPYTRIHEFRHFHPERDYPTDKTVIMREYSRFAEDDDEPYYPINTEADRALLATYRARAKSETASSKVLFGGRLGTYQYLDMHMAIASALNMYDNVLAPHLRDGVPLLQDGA
VHR inh abs = DUSP3 (human) phosphatase inhibition | actives 0.52% (n = 290,000) | inhibition, % at 13.3 µM | recombinant VHR phosphatase, pNPP absorbance; in the data active = inhibition above about 50%; note: some compounds called inactive have numbers as strong as hits
Target sequence (P51452 whole entry, looked up): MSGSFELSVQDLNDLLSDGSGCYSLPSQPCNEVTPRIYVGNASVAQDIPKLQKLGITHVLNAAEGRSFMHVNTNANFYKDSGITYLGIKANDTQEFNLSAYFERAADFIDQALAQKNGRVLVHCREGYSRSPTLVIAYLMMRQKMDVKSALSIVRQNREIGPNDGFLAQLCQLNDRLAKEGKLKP
Mtb FBA inh = inhibits M. tuberculosis FBA enzyme. actives 2.3% (n = 360,000). AID 588726. inhibition, % at 1 µM. P9WQA3. purified M. tuberculosis FBA, fluorescence read-out; in the data active = inhibition above about 27%;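 note: 0% = vehicle and 100% = reference inhibitor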
Target sequence (P9WQA3 whole entry, looked up): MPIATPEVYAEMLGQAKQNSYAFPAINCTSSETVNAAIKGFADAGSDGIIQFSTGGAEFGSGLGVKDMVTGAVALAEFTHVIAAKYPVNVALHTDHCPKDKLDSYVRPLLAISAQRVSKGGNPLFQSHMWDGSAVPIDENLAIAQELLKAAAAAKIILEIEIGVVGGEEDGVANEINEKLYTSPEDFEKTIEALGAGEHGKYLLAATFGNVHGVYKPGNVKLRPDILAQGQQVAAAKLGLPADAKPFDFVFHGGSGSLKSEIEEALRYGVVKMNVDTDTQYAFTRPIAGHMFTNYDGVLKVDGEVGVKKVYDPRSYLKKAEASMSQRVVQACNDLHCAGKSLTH
FadD28 binding = M. tuberculosis FadD28 bisubstrate binding inhibition. FadD28 bisubstrate probe binding, fluorescence polarization. inhibition, % at 12.5 µM. actives 0.22% (n = 360,000); in the data active = inhibition above about 8.5%, passing the limit was not always enough; inconclusive = no clear call, values can overlap the other calls
BoNT-F LC inh = inhibitors of Botulinum neurotoxin F light chain protease; Multiplex microsphere protease cleavage assay, flow cytometry; inhibition, % at 10 µM; actives 0.22% (n = 360,000); AID 588497; in the data active = inhibition above about 35%, passing the limit was not always enough; inconclusive = no clear call, values can overlap the other calls; note: plate controls were buffer without enzyme for full effect and enzyme alone for no effect
BioA inh = BioA (M. tuberculosis) enzyme inhibition; purified M. tuberculosis BioA enzyme, plate reader; inhibition, % at 9.99 µM; actives 0.096% (n = 360,000); in the data active = inhibition above about 40%; inconclusive = no clear call, values can overlap the other calls
CCHFV vOTU inh = CCHFV vOTU protease inhibition; Pep-AMC fluorescence; inhibition, % at 11.5 µM; actives 0.55% (n = 370,000); note: 0% = vehicle wells with enzyme and 100% = no enzyme wells
MazF activator = activators of E. coli MazEF toxin-antitoxin RNase. P0AE70. FAM/BHQ RNA-DNA oligo cleavage fluorescence, 5 h. activation, % at 20 µM. actives 0.32% (n = 350,000). AID 504720; in the data active = activation above about 50%
Target sequence (P0AE70 whole entry, looked up): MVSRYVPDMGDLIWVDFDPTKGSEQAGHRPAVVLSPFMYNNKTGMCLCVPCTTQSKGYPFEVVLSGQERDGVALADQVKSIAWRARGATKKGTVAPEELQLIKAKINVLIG
Rv3671c inh = inhibitors of M. tuberculosis serine protease Rv3671c | P9WHR9 | inhibition, % at 5.96 µM | actives 0.048% (n = 320,000); in the data active = inhibition above about 38%;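 note: extracellular domain of Rv3671c used as enzyme; 0% = enzyme with DMSO and 100% = no enzyme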
The depositor's hits bear a star; ? = inconclusive; . = not tested or not shown; & = joins results of further samples. Cut-off read from the data, not from the text of the source, unless noted: active = inhibition above about 30%; inactive = the rest.

SMILES | GDH-TPI inh | UGM FP inh | VHR inh abs | Mtb FBA inh | FadD28 binding | BoNT-F LC inh | BioA inh | CCHFV vOTU inh | MazF activator | Rv3671c inh
O=C(NCCCN=C1NS(=O)(=O)c2ccccc21)c1ccco1 | -5 | 1.4 | 4 | 1 | -3.7 | -21 | -0.1 | 4 | 16 | -2
COc1ccc(-c2ccnc3nc(/N=C/N(C)C)nn23)cc1 | . | 1.4 | 27 | . | . | . | . | -227 | 5 | -3
COc1ccccc1NC(=O)/C=C/c1ccc2c(c1)OCO2 | 25 | 1.2 | 27 | 2 | -1.1 | 4 | . | 0 | 4 | -6
O=C(NCc1ccc2c(c1)OCO2)C1CCCN1S(=O)(=O)c1ccc(Cl)cc1 (stereo not given) | -7 | 3.0 | -9 | -1 | -2.8 | -4 | . | -3 | 4 | 3
Cc1ccc([N+](=O)[O-])cc1NC(=O)C[n+]1ccccc1 | 3 | 0.3 | 14 | 0 | -0.3 | -1 | . | -2 | 11 | 1
COC(=O)c1ccc(OCCCCN2CC(C)OC(C)C2)cc1 (stereo not given) | -7 | 1.6 | -11 | 0 | -1.2 | 4 | 0.1 | 3 | -1 | -2
CCOC(=O)CNC(=O)CSc1nc2c(C)cccc2cc1CC | 1 | -0.6 | 22 | 5 | 1.3 | 3 | . | 5 | -9 | -5
CC1CCN(C(=O)CN2C(=O)NC3(CCC(C)CC3)C2=O)CC1 (stereo not given) | -6 | -3.4 | . | -2 | -2.9 | 0 | 0.2 | 4 | 2 | -2
Nc1nc(SCC(=O)N2CCCC2)[nH]c(=O)c1-c1ccccc1 | -2 | -1.8 | 8 | -2 | -0.6 | 5 | 2.9 | 7 | 5 | 7
CCOC(=O)C(CCCCCCP(=O)(c1ccccc1)c1ccccc1)NC(C)=O (stereo not given) | 2 | 0.4 | 21 | 0 | -3.1 | ? | 1.6 | -7 | 11 | 5
Cc1ccc(OCC(=O)NCc2ccccc2)c([N+](=O)[O-])n1 | 4 | 4.8 | 0 | 3 | -3.2 | -12 | 0.1 | 2 | -3 | -10
NC(=O)c1ccc(Br)c(S(=O)(=O)N2CCCCC2)c1 | 0 | -5.0 | 8 | 0 | -0.4 | 42* | 0.0 | 12 | 4 | -8
N#Cc1c(-c2ccccc2)cc(C2CC2)nc1N | 15 | 3.0 | 17 | 13 | -2.4 | -2 | 1.8 | -19 | -16 | 7
CCN(C(=O)Cc1c(C(=O)O)n(CC)c2ccccc12)c1cccc(C(F)(F)F)c1 | 5 | -2.2 | 32 | -1 | -1.2 | -8 | 1.1 | 5 | -3 | -9
CCN1C(=O)[C@H]2[C@@H](c3ccc(-c4ccc5c(c4)OCO5)cc3)N3CCC[C@@]3(C(=O)OC)[C@H]2C1=O | 7 | 3.2 | . | 5 | -1.0 | 0 | -0.6 | 7 | -3 | -8
Cc1ccc(-n2nc3c(c2NC(=O)c2ccc(S(=O)(=O)N4CCOCC4)cc2)CSC3)c(C)c1 | -3 | . | 10 | -4 | -2.0 | 9 | -1.7 | . | 1 | -52
CC(C)Nc1nc(Oc2cccc(Cl)c2Cl)cc(C(F)(F)F)n1 | 4 | 0.7 | 16 | 4 | -2.2 | -5 | 0.5 | 1 | -11 | -4
COc1cccc(C(=O)CSc2nnc(COc3cccc4cccnc34)o2)c1 | 0 | -0.6 | 21 | 4 | -3.3 | -6 | 0.9 | -9 | -3 | 6
O=C(Cc1ccc(Cl)cc1)N1CCN(c2ccc(F)cc2)CC1 | 4 | -1.1 | -1 | 1 | -0.8 | -7 | 2.0 | -14 | -6 | -3
Cc1cc(C(F)(F)F)n2nc(-c3cnn(C)c3C(F)(F)F)cc2n1 | 3 | -0.3 | 28 | 1 | -1.6 | 4 | 0.8 | -7 | 5 | 1
COc1cccc(-n2nnc3c(=O)n(Cc4ccc(Cl)cc4)cnc32)c1 | -7 | 2.7 | 8 | 1 | -3.4 | -1 | 0.6 | -1 | -9 | -3
CC(NC(=O)CN1C(=O)COc2ccccc21)c1ccccc1 (stereo not given) | -1 | 1.0 | -20 | 0 | -3.1 | 0 | -1.3 | 8 | -3 | 3
CCc1cccc(C)c1NC(=O)CN1C(=O)NC(CCc2ccccc2)C1=O (stereo not given) | 8 | 2.0 | . | 0 | -2.8 | -10 | -2.3 | 2 | 10 | 0
Nc1ccc2oc(-c3cccs3)nc2c1 | 2 | 1.3 | 16 | 6 | -2.2 | -10 | -0.3 | 5 | 6 | -4
COCCCn1c(N)c(C(=O)Nc2sc3c(c2C(=O)OC)CCCC3)c2nc3ccccc3nc21 | 0 | -1.9 | 13 | 2 | -2.9 | -4 | -2.7 | 35* | -2 | 0

One compound at a time, as listed above.
CCN(C(=O)Cc1c(C(=O)O)n(CC)c2ccccc12)c1cccc(C(F)(F)F)c1 in the list: GDH-TPI inh = 5; UGM FP inh = -2.2; VHR inh abs = 32; Mtb FBA inh = -1; FadD28 binding = -1.2; BoNT-F LC inh = -8; BioA inh = 1.1; CCHFV vOTU inh = 5; MazF activator = -3; Rv3671c inh = -9
CCN1C(=O)[C@H]2[C@@H](c3ccc(-c4ccc5c(c4)OCO5)cc3)N3CCC[C@@]3(C(=O)OC)[C@H]2C1=O in the list: GDH-TPI inh = 7; UGM FP inh = 3.2; VHR inh abs = .; Mtb FBA inh = 5; FadD28 binding = -1.0; BoNT-F LC inh = 0; BioA inh = -0.6; CCHFV vOTU inh = 7; MazF activator = -3; Rv3671c inh = -8

Additional records follow.
SMILES | GDH-TPI inh | UGM FP inh | VHR inh abs | Mtb FBA inh | FadD28 binding | BoNT-F LC inh | BioA inh | CCHFV vOTU inh | MazF activator | Rv3671c inh
O=c1[nH]c2ccccc2n1C1CCN(C(c2cccc3ccccc23)c2nnnn2Cc2ccccc2)CC1 (stereo not given) | . | . | . | -7 | -4.6 | -3 | -1.4 | 21 | . | .
Cc1cc(NC(=O)C(C)SCC(=O)Nc2nc3c(F)cc(F)cc3s2)no1 (stereo not given) | 2 | -2.1 | . | -3 | -3.5 | -16 | -2.1 | 7 | -8 | -8
CCOC(=O)N1CCN(c2c(N3CCc4ccccc4C3)c(=O)c2=O)CC1 | 6 | -5.5 | 6 | -1 | -1.2 | -1 | 2.4 | -2 | 2 | 2
O=C(Cn1nc(C(=O)O)c2ccccc2c1=O)Nc1ccc(F)cc1F | -4 | 0.8 | 12 | 2 | -0.5 | -8 | -1.9 | 1 | 10 | 0
O=C(N/N=C/c1cc(Cl)ccc1O)c1ccccc1Br | 14 | -0.1 | 30 | 14 | -5.1 | -16 | . | -7 | 4 | -1
CCOC(=O)C1Oc2ccccc2C(c2ccc(OC)cc2)=C1C(=O)OC (stereo not given) | 11 | . | . | -4 | -3.9 | 6 | -0.4 | 12 | 3 | .
CC1(C)CC(CCNC(=O)c2ccco2)CC(C)(C)N1 | 8 | -3.6 | -24 | 2 | 0.0 | 5 | -0.2 | -2 | 1 | -8
COC(=O)c1cc(C(=O)NCCC(C)C)cc([N+](=O)[O-])c1 | 2 | -2.2 | 5 | -1 | -2.2 | -4 | 0.0 | -4 | 6 | 8
CC1(C)CC(=O)C=C(N2CCCC2)C1 | 2 | 2.5 | -5 | 3 | 1.0 | 44* | -1.4 | 4 | -4 | 5
CCn1ncc(/C=C/C(=O)c2ccccc2)c1C | 23 | -0.6 | 7 | 1 | -1.3 | 1 | . | 6 | -6 | -14
Cc1nc2scc(C)n2c(=O)c1S(=O)(=O)NCCc1ccc(Cl)cc1 | 19 | -0.2 | 20 | 20 | . | 4 | -2.5 | 1 | -10 | 8
Cc1ccc(S(=O)(=O)N2CCN(C(=O)c3cc(S(=O)(=O)N4CCOCC4)ccc3F)CC2)cc1 | 4 | . | . | 0 | -1.7 | -2 | 1.0 | -9 | 4 | .
CCCOc1ccc(C(C)(O)CN2CCOCC2)cc1 (stereo not given) | 7 | -0.1 | -4 | -1 | -5.8 | 2 | -0.3 | 3 | 6 | 3
COc1ccc2nc3c(nc2c1)CCCC3 | 10 | 3.0 | 7 | 19 | -2.0 | 13 | -0.1 | -53 | 3 | 2
COc1ccc(C(=O)NCCN2CCCC2)cc1OC | 4 | -2.9 | 6 | 1 | -0.9 | -13 | . | 8 | 5 | 9
Cc1ccc2cc(CN(CC(C)C)S(=O)(=O)c3ccccc3)c(=O)[nH]c2c1 | 7 | 0.2 | -13 | 6 | -3.5 | -4 | -2.8 | . | 1 | -4
COc1ccc(S(=O)(=O)Nc2ccc3c(c2)C(=O)N([C@H](C)CO)C[C@H](C)[C@@H](CN(C)C(=O)Nc2ccc(C(F)(F)F)cc2)OCCCC[C@H](C)O3)cc1 | -4 | . | . | 0 | -3.2 | -2 | -2.7&-1.5 | 22 | -5 | .
Cc1cc(OCC(=O)Nc2ccc(N3CCN(C)CC3)cc2)ccc1Cl | 3 | 0.5 | 27 | -3 | -1.6 | -5 | 0.9 | -2 | 5 | -50
O=C(NCCc1ccc(Cl)cc1)C1CCC(=O)N(C2CCCCCC2)C1 (stereo not given) | 10 | -1.0 | 10 | 1 | -4.3 | 4 | 0.3 | 12 | 5 | -11
COc1cccc(-c2cnc3c(NC(C)=O)cc(-c4ccc(OC)c(OC)c4)cn23)c1 | 9 | . | . | 9 | -2.2 | -8 | 0.0 | 9 | . | .
CCOc1ccccc1C(=S)NC1CCCCC1 | 9 | -2.9 | 1 | 1 | -3.2 | ? | 0.7 | 9 | 5 | 0
CC(=O)Nc1cccc(-c2cc(NC(C)=O)c3ncc(-c4ccc(C(C)=O)cc4)n3c2)c1 | 23 | . | . | 0 | -4.2 | 2 | 4.8 | 10 | . | .
COc1ccccc1C1=NOC(Cn2c(NCCOCCO)nc3c2c(=O)n(C)c(=O)n3C)C1 (stereo not given) | 6 | -0.5 | -6 | 2 | -1.5 | 0 | -2.2 | -6 | 11 | 9
NC(=O)C1CCN(C(=O)c2cccc3ccccc23)CC1 | 10 | -2.9 | -10 | 1 | 0.9 | ? | 4.5 | 4 | 1 | -1
COc1ccc(OC)c(C2C(C(=O)Nc3nc4ccccc4s3)=C(C)NC3=C2C(=O)CCC3)c1 (stereo not given) | -1 | 2.1 | 10 | 11 | -7.6 | 0 | -0.6 | 12 | 4 | -2
Cc1ccccc1NC(=O)c1ccc2c(O)c(S(=O)(=O)c3ccccc3)c(=O)[nH]c2c1 | 7 | 3.1 | 4 | -1 | -13 | -4 | -1.5 | 6 | -8 | 3
O=C(Cn1cc(CNC(=O)C2CCCCC2)nn1)Nc1cc(C(F)(F)F)ccc1Cl | 3 | 0.7 | . | -3 | -2.3 | -1 | -1.7 | -9 | 8 | 2
O=[N+]([O-])c1cc(F)c(N2CCCC2)cc1Br | -3 | 1.6 | 14 | -9 | 0.1 | -50 | 0.5 | 1 | 11 | 1

Retrieved by structure from the entries so far, six records:
SMILES | GDH-TPI inh | UGM FP inh | VHR inh abs | Mtb FBA inh | FadD28 binding | BoNT-F LC inh | BioA inh | CCHFV vOTU inh | MazF activator | Rv3671c inh
COc1ccc(OC)c(C2C(C(=O)Nc3nc4ccccc4s3)=C(C)NC3=C2C(=O)CCC3)c1 (stereo not given) | -1 | 2.1 | 10 | 11 | -7.6 | 0 | -0.6 | 12 | 4 | -2
O=[N+]([O-])c1cc(F)c(N2CCCC2)cc1Br | -3 | 1.6 | 14 | -9 | 0.1 | -50 | 0.5 | 1 | 11 | 1
COc1ccccc1C1=NOC(Cn2c(NCCOCCO)nc3c2c(=O)n(C)c(=O)n3C)C1 (stereo not given) | 6 | -0.5 | -6 | 2 | -1.5 | 0 | -2.2 | -6 | 11 | 9
Cc1cc(OCC(=O)Nc2ccc(N3CCN(C)CC3)cc2)ccc1Cl | 3 | 0.5 | 27 | -3 | -1.6 | -5 | 0.9 | -2 | 5 | -50
CCOc1ccccc1C(=S)NC1CCCCC1 | 9 | -2.9 | 1 | 1 | -3.2 | ? | 0.7 | 9 | 5 | 0
CC(=O)Nc1cccc(-c2cc(NC(C)=O)c3ncc(-c4ccc(C(C)=O)cc4)n3c2)c1 | 23 | . | . | 0 | -4.2 | 2 | 4.8 | 10 | . | .
